# GPR151 ag – activators of human GPR151, primary screen, cell-based, PathHunter beta-arrestin, luminescence; G-protein coupled receptor 151 (Homo sapiens), Q8TDV0; PathHunter beta-arrestin GPR151 cells; activation, % at 11.2 µM; hit rate 1% among 650,000; AID 1508602, 2020; in the data active = activation above about 4.9%;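 note: 0% = median of compound wells and 100% = cells with positive control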
# Target sequence (Q8TDV0 whole entry, looked up): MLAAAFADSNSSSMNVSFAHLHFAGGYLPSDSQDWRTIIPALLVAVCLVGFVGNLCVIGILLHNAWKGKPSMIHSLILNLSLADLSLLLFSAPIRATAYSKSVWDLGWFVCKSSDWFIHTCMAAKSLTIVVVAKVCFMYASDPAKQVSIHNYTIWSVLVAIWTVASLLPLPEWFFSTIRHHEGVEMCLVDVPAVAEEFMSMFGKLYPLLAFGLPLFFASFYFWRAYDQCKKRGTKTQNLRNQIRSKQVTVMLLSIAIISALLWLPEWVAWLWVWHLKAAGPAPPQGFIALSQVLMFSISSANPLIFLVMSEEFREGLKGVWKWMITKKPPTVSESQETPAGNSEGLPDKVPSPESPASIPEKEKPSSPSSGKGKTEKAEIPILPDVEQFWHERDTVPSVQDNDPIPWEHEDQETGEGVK
# FBW7 activator – FBW7 E3 ligase activators, primary screen, biochemical, AlphaScreen, human | F-box/WD repeat-containing protein 7 (Homo sapiens), Q969H0 | AlphaScreen FBW7–phospho-cyclin E peptide binding, activator screen | normalized activity (activation), % at 26.1 µM | hit rate 0.13% among 650,000 | AID 1259310, 2017; in the data active = normalized activity above about 1.9%;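 note: purified mutant Fbw7 with reduced substrate affinity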
# MITF primary – MITF inhibitors, primary screen, biochemical, AlphaScreen, human; AID 1259374, 2018; AlphaScreen MITF homodimerization, bead proximity signal; Microphthalmia-associated transcription factor (Homo sapiens), O75030; hit rate 0.91% among 650,000; inhibition, % at 2.6 µM; in the data active = inhibition above about 50%;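 note: 0% = vehicle wells with protein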
# Target sequence (O75030 whole entry, looked up): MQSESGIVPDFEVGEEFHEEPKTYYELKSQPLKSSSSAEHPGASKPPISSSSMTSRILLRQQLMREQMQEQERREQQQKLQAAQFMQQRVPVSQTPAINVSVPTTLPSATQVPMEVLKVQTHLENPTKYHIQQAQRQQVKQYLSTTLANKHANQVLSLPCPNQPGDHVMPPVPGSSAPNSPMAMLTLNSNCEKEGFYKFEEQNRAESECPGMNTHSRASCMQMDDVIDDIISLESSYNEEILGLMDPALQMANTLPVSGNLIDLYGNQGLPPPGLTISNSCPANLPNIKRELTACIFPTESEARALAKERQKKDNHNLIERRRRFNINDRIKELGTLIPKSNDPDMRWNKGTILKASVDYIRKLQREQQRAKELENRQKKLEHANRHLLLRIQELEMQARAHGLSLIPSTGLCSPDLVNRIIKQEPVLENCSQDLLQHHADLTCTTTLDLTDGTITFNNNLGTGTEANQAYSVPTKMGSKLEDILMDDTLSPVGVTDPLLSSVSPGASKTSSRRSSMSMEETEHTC
# TEAD-YAP block – TEAD-YAP interaction inhibition, primary screen, TEAD-YAP interaction inhibitor project, luminescence, HEK-TIYL cells | TEAD-Gal4/YAP UAS-luciferase luminescence | inhibition, % at 9.12 µM | hit rate 1.4% among 640,000; in the data active = inhibition above about 32%;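 note: 0% = median of test compound wells and 100% = reference inhibitor wells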
# * marks the source's active call; other numbers are inactive results; . = not tested or not shown.
SMILES,GPR151 ag,FBW7 activator,MITF primary,TEAD-YAP block
O=C(/C=C/Nc1ccc(F)c(Cl)c1)c1ccco1,0.6,0.2,14,-45
CN(/C=C/C(=O)C(F)(F)F)c1ccccc1C(=O)O,1.7,-0.2,5,8
NC(C(=O)O)c1cc(O)ccc1Cl (stereo not drawn),1.9,-0.1,-1,.
Clc1cccc(-n2cc(-c3ccccc3)c3c(NCCC4=CCCCC4)ncnc32)c1,0.0,-0.1,-3,2
COC(=O)c1ccc(C(=O)NCCc2c(C)[nH]c3ccc(OC)cc23)cc1,0.8,-0.2,-4,-7
CCC(=O)Nc1c(-c2ccccc2)nc2cc(C)ccn12,0.8,0.0,3,-2
CCC(C)(C)c1ccc(OCCN2CCOCC2)cc1,-0.8,-0.2,31,-3
COc1ccc(-n2cc(-c3ccccc3)c3c(SCC(C)C)ncnc32)cc1,3.4,0.0,-10,-3
Cc1cc(C)cc(Cn2c(N3CCCC3)cc(=O)n(C)c2=O)c1,-0.3,-0.1,9,0
Cn1c(=O)c2c(nc(SCc3cc4c(cc3Cl)OCO4)n2C)n(C)c1=O,2.3,0.1,-19,5
CCCC/C(C)=N/NC(=O)C1C2CCCCC21 (stereo not drawn),-1.0,0.5,-2,-13
Cc1ccc2c(c1)C(c1ccccc1)N(C(=O)c1ccccc1F)CC(=O)N2 (stereo not drawn),0.2,0.1,-8,10
CCOC(=O)C1=C(c2ccccc2)N=c2s/c(=C\c3ccc(OC)c(C)c3)c(=O)n2C1c1c(OC)ccc2ccccc12 (stereo not drawn),0.9,0.0,-3,5
CS(=O)(=O)N(CC(=O)N1CCN(Cc2ccccc2)CC1)c1ccc(F)c(Cl)c1,-0.8,0.8,21,8
c1ccc(Cn2c[n+](Cc3ccccc3)cn2)cc1,0.5,0.0,4,7
O=C1CN(C(=O)CCC(=O)c2ccc(Br)cc2)c2ccccc2N1,0.0,0.0,-1,14
CNC(=O)C(=O)NCC(c1ccco1)S(=O)(=O)c1ccc(Cl)cc1 (stereo not drawn),5.2*,0.5,11,18
CC(=O)NCCC(=O)Nc1nc(-c2cccs2)c(-c2cccs2)s1,1.5,0.2,-6,-7
COc1ccc(/C=N/NC(=O)c2cccc(F)c2)cc1I,-1.2,0.0,5,-12
CC(C)OC(=O)c1ccc(NC(=O)CSc2nnnn2-c2ccccc2F)cc1,-1.1,0.2,6,-6
O=C1c2ccc(-c3nc4ccccc4c(=O)o3)cc2C(=O)N1c1ccc(-c2nc3ccccc3c(=O)o2)cc1,0.3,0.0,-1,-8
COC(=O)c1ccc(CN2C(=O)C(=O)c3ccccc32)cc1,-0.3,-0.1,7,5
CC(=O)N(CCc1ccccc1)CC(=O)Nc1sc(C)c(C)c1C(N)=O,2.1,-0.1,-4,15
Cc1ccc(NCC(O)Cn2nnnc2-c2ccccc2)cc1F (stereo not drawn),-0.6,0.0,4,-1
CCOc1ccc(CCN2C(=O)CC(C(=O)Nc3cccc(Cl)c3)SC2=Nc2ccc(F)cc2)cc1OCC (stereo not drawn),0.1,0.5,12,2
COc1cc([N+](=O)[O-])ccc1N=Cc1nc(-c2cc(OC)c(OC)c(OC)c2)oc1O,-0.4,-0.1,-3,-6
CCCS(=O)(=O)c1cn2cccc(N)c2c1S(=O)(=O)CCC,-0.3,0.1,-11,-16
C=CCNc1nc(Nc2ccc(I)cc2)nc(OCC)n1,0.4,-0.1,2,-5
O=C(O)CC(NC(=O)COc1ccccc1)c1ccc(Cl)cc1 (stereo not drawn),-0.5,0.6,1,12
CCOc1ccc(CCNS(=O)(=O)c2ccc(OCC)c3ccccc23)cc1OCC,0.5,0.0,-17,-5
CCOCCCn1c(C)cn2c3c(=O)n(C)c(=O)n(C)c3nc12,-0.5,-0.1,-1,5
CCC(=O)Nc1ccc(Nc2ccccc2)cc1,-1.2,0.1,16,-28
CCn1c(CNc2nc(-c3ccccc3)cs2)nnc1SCC(N)=O,-0.2,-0.2,7,3
Cc1cc2cc(CN(Cc3ccco3)C(=O)C(F)(F)F)c3nnnn3c2cc1C,0.4,0.0,0,4
O=C(NCc1cccc(Cl)c1)c1cccn2c(=O)c3ccccc3nc12,-0.7,0.2,-18,2
COc1ccccc1OCc1nnc(SCC(=O)c2cc(Cl)ccc2OC)o1,1.4,-0.1,-6,4
O=c1[nH]c(N2CCCC2)nc2c1CN(Cc1cccc3nccnc13)CC2,-0.3,0.0,20,1
CC(=O)n1c(/C=C2\C=c3cc(C)ccc3=NC2=O)c(O)[nH]c1=S,-0.3,0.0,-4,6
CCOC(=O)CSc1nc2c(sc(=S)n2-c2cccc(OC)c2)c(=O)n1-c1ccc(F)cc1,0.9,0.5,4,-12
COc1cc(NC(=O)c2sc3ncnc(N4CCN(c5ccccc5F)CC4)c3c2C)cc(OC)c1OC,0.6,-0.1,19,32*
COc1cccc(OC)c1C(=O)Nc1cc(C)ccc1C,0.1,-0.2,-8,4
OC(Cn1cnc2ccccc21)Cn1c2ccc(Br)cc2c2cc(Br)ccc21 (stereo not drawn),-1.5,0.1,3,8
Cc1nc2ncccc2c(=O)n1-c1ccc(F)c(NC(=O)c2cccc(Cl)c2)c1,0.7,0.1,0,2
Cc1nnsc1C(=O)N1CCC[C@@H]2CN(CCC(C)C)CC[C@H]21,-0.1,-0.2,5,8
COc1ccc(/C=N/NC(=O)C(=O)NC2CC2)cc1OC,0.6,0.0,-3,0
O=C1CCCN1CCn1cnc2c(NCc3ccccc3)nc(Nc3cccnc3)nc21,3.1,0.3,4,11
COc1cc(CN2CCN(c3cccc(Cl)c3)CC2)cc(OC)c1O,-1.2,-0.2,-12,-9
CCCCCNC(=O)c1cccnc1SCC(=O)Nc1ccc(Br)cc1F,0.3,0.1,-1,5
CCC(=O)Nc1cnc(NC(=O)C2CC2)cc1C,1.9,-0.1,6,-2
CC(NC(=O)CSc1nnc(-c2ccc(Cl)cc2)n1-c1ccccc1)c1ccccc1 (stereo not drawn),-0.1,0.0,6,9
Cc1noc(C)c1-c1nc2ncnc(NC3CC3)c2[nH]1,5.5*,0.1,4,-14
O=C(NCC1CCC(c2nc3ccccc3[nH]2)CC1)c1cc(-c2ccco2)[nH]n1 (stereo not drawn),3.2,-0.1,7,-8
COc1cc(/C=N/NS(=O)(=O)c2ccc(C)c([N+](=O)[O-])c2)cc([N+](=O)[O-])c1O,-0.5,0.1,15,2
COCCN(C(=O)CCc1nnc(CCc2c[nH]c3ccccc23)o1)C(C)C,-0.9,0.7,6,11
CC(C)CCN(C(=O)c1csnn1)C(C(=O)NC1CCCC1)c1cccs1 (stereo not drawn),1.6,0.0,-3,-4
Cc1cc(C)cc(C(=O)Nc2nnc3n2CCCS3)c1,1.2,0.0,-5,5
O=C(NC1CC1)c1ccc(-c2nc3ncnc(NCCc4ccc(O)cc4)c3[nH]2)cc1,0.8,-0.1,-1,-5
COc1ccc(Cn2c(CCC(=O)Nc3ccc(F)cc3F)nc3cccnc32)cc1,-0.1,0.2,18,-4
C=CCNC(=O)c1c(NC(=O)c2ccccc2C)sc2c1CCCCC2,2.7,0.0,12,-2
COc1cc(Br)cc(/C=C2\NC(=O)N(Cc3ccc(Cl)cc3)C2=O)c1O,0.9,-0.3,-11,-1

# Entries of single compounds from above:
# Profile of COc1cc(Br)cc(/C=C2\NC(=O)N(Cc3ccc(Cl)cc3)C2=O)c1O = GPR151 ag = 0.9; FBW7 activator = -0.3; MITF primary = -11; TEAD-YAP block = -1
# Profile of COc1cc(/C=N/NS(=O)(=O)c2ccc(C)c([N+](=O)[O-])c2)cc([N+](=O)[O-])c1O = GPR151 ag = -0.5; FBW7 activator = 0.1; MITF primary = 15; TEAD-YAP block = 2
# Profile of COCCN(C(=O)CCc1nnc(CCc2c[nH]c3ccccc23)o1)C(C)C = GPR151 ag = -0.9; FBW7 activator = 0.7; MITF primary = 6; TEAD-YAP block = 11

# 6 consecutive compounds from above:
SMILES,GPR151 ag,FBW7 activator,MITF primary,TEAD-YAP block
CC(C)CCN(C(=O)c1csnn1)C(C(=O)NC1CCCC1)c1cccs1 (stereo not drawn),1.6,0.0,-3,-4
Cc1cc(C)cc(C(=O)Nc2nnc3n2CCCS3)c1,1.2,0.0,-5,5
O=C(NC1CC1)c1ccc(-c2nc3ncnc(NCCc4ccc(O)cc4)c3[nH]2)cc1,0.8,-0.1,-1,-5
COc1ccc(Cn2c(CCC(=O)Nc3ccc(F)cc3F)nc3cccnc32)cc1,-0.1,0.2,18,-4
C=CCNC(=O)c1c(NC(=O)c2ccccc2C)sc2c1CCCCC2,2.7,0.0,12,-2
COc1cc(Br)cc(/C=C2\NC(=O)N(Cc3ccc(Cl)cc3)C2=O)c1O,0.9,-0.3,-11,-1

# Additional records follow:
SMILES,GPR151 ag,FBW7 activator,MITF primary,TEAD-YAP block
CC(C)c1ccc(NC(=O)C2C3C=CC4(O3)C2C(=O)N(C2CCCCC2C)C4C(=O)NC2CCCC(C)C2C)cc1 (stereo not drawn),0.7,0.0,-3,-1
Cc1c(Cl)cccc1-n1c(SCC(=O)NCc2ccco2)nc2n[nH]c(C)c2c1=N,3.3,0.3,14,-8
CCOc1ccccc1Nc1nnc(SCC(=O)c2cc(C)n(C)c2C)s1,-1.5,-0.2,2,3
N#CCCc1cccc(NC(=O)c2cc3nc(-c4ccc(Cl)cc4)cc(C(F)(F)F)n3n2)c1,-0.5,0.0,0,6
CCN1CCN(C(c2ccccc2)c2nnnn2CC2CCCO2)CC1 (stereo not drawn),-0.3,0.0,-2,2
CCOc1ccc(C(=O)NCCO)cc1,2.1,0.3,9,1
O=C(Cc1cn(-c2ccc(Oc3ccccc3)nn2)c2ccccc12)NCCc1ccc(O)cc1,0.7,0.1,-8,-9
CC(=O)N1CCc2nc(-c3ccccn3)nc(N3CCCC3)c2C1,1.4,-0.5,10,6
CCOc1ccc(-c2cc(C)n3nc(C(N)=O)cc3n2)cc1,0.1,0.0,-2,15
O=C(CN(Cc1ccccc1)S(=O)(=O)c1cc(Cl)ccc1Cl)N1CCCC1,3.0,0.3,22,-2
Cc1ccc2c(c1)c1c(n2CC(O)CNC(CO)(CO)CO)CCCC1 (stereo not drawn),-0.3,-0.1,2,-4
O=c1cc(-c2cccc(I)c2)nc(-c2cccc([N+](=O)[O-])c2O)o1,0.2,0.5,37,10
COCCn1c(-c2cc(OC)ccc2OC)csc1=Nc1ccc(OC)cc1,-0.7,-0.2,5,-8
CSc1ccc(/C=N/NS(=O)(=O)c2ccc(C)c([N+](=O)[O-])c2)cc1,1.1,0.1,8,2
COc1cccc(NS(=O)(=O)c2ccc3[nH]c4c(c3c2)CCCC4)c1,-0.2,0.0,8,7
CCC(C#CCN(CC)CC)OC(C)=O (stereo not drawn),0.2,0.1,9,3
Fc1ccccc1-c1nc(NCc2ccccc2Cl)c2ccccc2n1,0.7,-0.1,-6,2
CN(C)C(=O)/C(=C\c1ccc(N(C)C)cc1)NC(=O)c1ccccc1,-1.5,-0.1,12,4
CSc1cccc(Nc2cc(C(=O)NCCN3CCOCC3)c3ccccc3n2)c1,0.2,0.2,-26,12
Cc1ncc(CO)c2cc(C(=O)Nc3cccc4ccccc34)c(=Nc3ccccc3)oc12,-1.8,0.5,18,7
COC(=O)c1sc(NC(=O)c2ccc(C)c([N+](=O)[O-])c2)c(C(N)=O)c1C,0.9,0.8,14,10
O=C(NCc1cccnc1)Nc1ccc2c(c1)OCO2,-0.7,-0.3,11,-10
O=C(Oc1ccc(Cl)cc1)c1ccc([N+](=O)[O-])cc1,-1.0,0.2,13,-9
COc1ccc(NC(=O)COC(=O)c2ccc(Sc3nncn3C)c([N+](=O)[O-])c2)cc1,0.1,0.3,14,1
COCCNC(=O)c1c[nH]c2ccc(S(=O)(=O)N(C)c3c(C)cccc3C)cc2c1=O,0.2,-0.2,12,-6
CCOC(=O)c1ccc(NC(=O)C(=O)NCC2COc3ccccc3O2)cc1 (stereo not drawn),2.5,0.0,-3,-9
Cc1cccc(OCC(=O)NC(=S)Nc2ccc3c(c2)C(=O)N(C)C3=O)c1C,0.0,-0.2,-10,-1
CC(C)NC(=O)c1ccccc1NC(=O)Cc1c(F)cccc1Cl,-1.1,0.2,4,-4
Cc1cccc(N2CCN(C(=O)C(c3ccccc3)c3ccccc3)CC2)c1C,1.2,0.0,8,-7
O=S(=O)(Nc1ccc(OCc2ccccc2)cc1)c1ccc2ccccc2c1,-0.7,0.2,-3,-6
CC(C)CN1C(=O)NC(Cc2cccc(F)c2)(C2CCN(Cc3cnn(C)c3)CC2)C1=O (stereo not drawn),-0.5,0.1,11,4
CCN(CC)S(=O)(=O)c1ccc(-c2nnc(SCC(=O)c3ccc(F)cc3)o2)cc1,-0.2,0.1,18,5
Cc1ccn2cc(CSc3ccccc3N)nc2c1,1.4,0.0,9,-63
Cc1noc(C)c1COC(=O)c1cccc(N(C)C)c1,-0.6,-0.1,-6,-17
CCOCCCNCc1cc(Cl)ccc1OCC,1.8,0.1,17,-1
Cc1cc2nc(Nc3nc(C)c(C)c(=O)[nH]3)nc(C)c2cc1C,-1.3,-0.3,13,-4
COc1ccc(NC(=O)c2cc(Br)ccc2Cl)cc1OC,-0.7,-0.1,14,-1
COc1ccccc1-n1cc(C(=O)NCC(=O)N2CCN(c3ccccn3)CC2)c2ccccc2c1=O,-2.7,0.1,15,5
O=C(Cn1cc(NC(=O)c2ccco2)cn1)NCCCn1ncc2ccccc21,0.7,0.2,-9,-5
CCOc1ccccc1C(=O)Nc1ccc2c(c1)C(=O)N(C1CCCCC1)C2=O,0.9,0.0,1,-7

# Compound activity as filed in PubChem BioAssay.
